# Source: PubChem (National Center for Advancing Translational Sciences (NCATS))
# NTMT1 inh = Primary qHTS for Inhibitors of N-terminal methyltransferase 1 (NTMT1): MTaseGlo Assay; N-terminal Xaa-Pro-Lys N-methyltransferase 1 (Homo sapiens), Q9BV86; NTMT1 MTase-Glo SAH luminescence, purified enzyme; Potency, µM (series often up to 114 µM), for inactives: at the highest dose activity change, negative = inhibition, hits mostly inhibitors; 59,000 compounds, 2.5% hits; active = well fitted inhibition curve with a large enough effect; inconclusive = small, poorly fitted or top-dose-only effect;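 note: plate controls were DMSO vehicle for no effect and no enzyme for full effect; nearly all actives have a fitted effect of over 65% in size; many of its hits are not listed in these tables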
# Target sequence (Q9BV86 whole entry, looked up): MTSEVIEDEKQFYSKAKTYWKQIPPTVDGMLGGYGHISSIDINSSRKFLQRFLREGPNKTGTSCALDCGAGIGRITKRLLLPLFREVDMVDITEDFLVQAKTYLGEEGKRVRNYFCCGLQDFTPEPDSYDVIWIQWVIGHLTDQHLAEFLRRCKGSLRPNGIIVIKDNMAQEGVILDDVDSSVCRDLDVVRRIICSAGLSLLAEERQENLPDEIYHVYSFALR
# Numbers without * were called inactive; ? = inconclusive; & = joins results of further samples; [ ] = dose if it differs, or a comment. Potency is the fitted concentration of half-maximal effect.
SMILES,NTMT1 inh
O=[S+]([O-])(Nc1ccc(C2CCNCC2)cc1)c1ccc(NCc2ccc(Br)cc2O)cc1,50.1µM*
CCCn1c(C)nc2c(N3CCCN(Cc4ccccc4)CC3)nc(C)nc21,3.1%
COc1ccc(OC2=NS(=O)(=O)c3ccccc32)cc1,4.7%[57.5 µM]
Oc1cccc2cc(NCc3ccccc3F)cnc12,7.0%[57.5 µM]
CC(C)N1CCc2c(sc(NC(=O)C3CC3)c2-c2nc3ccccc3s2)C1,-15.6%
CN(C)c1cccc(-c2nnc(N3CCC(C(N)=O)CC3)s2)c1,-1.8%
COc1ccc(C2Nc3ccccc3C(=O)N2Cc2ccc(C(F)(F)F)cc2)cc1COc1ccc(NC(C)=O)cc1 (configuration not stated),32.8%[activator]
O=C(Cn1cc(CNC(=O)c2ccccc2)nn1)Nc1cc(C(F)(F)F)ccc1Cl,1.3%[57.5 µM]
Cc1cnc(-c2ccccc2C(C)C)nc1NCC1CCN(C)CC1,2.1%[57.5 µM]
NS(=O)(=O)c1ccc(Cc2c(-c3cccc(-c4ccccc4)c3)nn(-c3nc(C(=O)O)cs3)c2CC2CC2)cc1,44.7µM*
CC1=C(C(=O)Nc2ccccc2C)C(c2ccccc2Br)N=C(Nc2nc3ccccc3o2)N1 (configuration not stated),10.4%
CC(=O)Nc1cccc(S(=O)(=O)Nc2ccc(C)c(C)c2)c1,-0.5%
O=C(OCC#CCSc1nnc(-c2ccc3ccccc3c2)o1)c1cccc(F)c1,9.9%[57.5 µM]
COc1cccc(NS(=O)(=O)c2ccc3c(c2)CCC(=O)N3)c1,4.7%
Fc1cccc(-c2ccc(Nc3nc(-c4ccncc4)nc4ccccc34)cc2F)c1,2.3%
O=C(Nc1ccc(Cl)nc1)Nc1nnc(-c2ccncc2)s1,-20.7%
CC(=O)Nc1sc2c(c1-c1cccs1)CCNC2,-3.0%[57.5 µM]
C=C1C(=O)O[C@@H]2[C@H]3O[C@]3(C)CC/C=C(\C)CC[C@@H]12,1.9%
Clc1cccc(-c2nc(-c3ccc(-c4nn[nH]n4)cc3)no2)c1,?
COC(=O)C1CCN(C(=O)c2ccc3c(c2)ncn3-c2cccc(C)c2)CC1,9.6%[57.5 µM]
O=C1CCCC2=C1C(c1ncccc1C(F)(F)F)N=C(Nc1nc3ccccc3o1)N2 (configuration not stated),5.2%
CC1=C(C(=O)Nc2ccon2)C2(CCCC2)N=C(Nc2nc3ccccc3o2)N1,11.3%
O=C(C[C@H]1CC[C@@H](C(=O)Nc2ccc(S(=O)(=O)Nc3nccs3)cc2)C1)c1ccccc1,-12.4%
O=c1c2ccccc2nc2sc(Nc3ccc4c(c3)CNC4)nn12,50.1µM*
Nc1ccc(S(=O)(=O)N2CCCN(S(=O)(=O)c3ccc4c(c3)OCCO4)CC2)cc1,3.3%
O=C(Nc1ccc(S(=O)(=O)Nc2nccs2)cc1)C1CCC2(CC1)CC2,5.2%
Cc1ccc(-c2nn(CC(=O)N(C)C(C)c3ccco3)c(=O)cc2C)cc1 (configuration not stated),4.2%[57.5 µM]
COc1ccc(-c2csc(N3CCC(C(N)=O)CC3)n2)cc1OC,-3.7%
CCc1ccccc1-c1nc(NCc2ccc(-c3cccnc3)cc2)c2ccccc2n1,14.8%
CCCn1c(C)nc2c(NC(C)CCCN(CC)CC)nc(C)nc21 (configuration not stated),-1.9%
Cn1nnnc1Sc1ncnc2scc(-c3ccccc3[N+](=O)[O-])c12,7.8%
N#Cc1ccc(OC2=NS(=O)(=O)c3ccccc32)cc1,11.6%
O=S(=O)(Nc1nc(CN2CCOCC2)nc2sc3c(c12)CCCC3)c1ccc2ccccc2c1,11.0%
Cc1ccc(S(=O)(=O)Nc2cc(F)c(F)cc2C(=O)Nc2nc(-c3ccccc3)cs2)cc1,7.0%
CCOc1ccc(CCNC(=O)c2cc3ccccc3n2Cc2ccc(Cl)c(F)c2)cc1OCC,5.2%
Oc1cccc2cc(CNc3ccccc3F)cnc12,19.3%
NC(=O)C1CCN(c2nccc(-c3ccc4c(c3)OCCO4)n2)CC1,42.8%[activator]
O=C(Nc1ccc(Oc2ccccc2)cc1)Nc1nnc(-c2ccncc2)s1,10.5%
Cc1ccc(NC(=O)c2cnn3c(C)cc(C)nc23)cc1,-1.2%
FC(F)(F)c1ccccc1-c1nc(NCc2ccc(-c3ccc4c(c3)OCCO4)cc2)c2ccccc2n1,11.9%
O=C([C@@H](Cc1ccc(O[S+](=O)([O-])c2ccccn2)cc1)N[S+](=O)([O-])c1cccc2cccnc12)N1CCN(c2ccccc2)CC1,2.6%
CN(C)c1ccc(CNc2nc(-c3ccccc3C(F)(F)F)nc3ccccc23)cc1,20.9%
O=C(Nc1cccc(C(F)(F)F)c1)c1cccc2cc(Oc3cc(CO)ncn3)ccc12,18.3%
COc1ccccc1-c1ccc(=O)n(CC(=O)NCCc2ccccc2)n1,12.6%
Cc1cc(C)c(CNC(=O)c2cc(-c3ccc(N4CCN(C)CC4)nc3)cc3c2c(C)cn3C(C)C)c(=O)[nH]1,-14.0%&0.7%
COC(=O)Nc1sc2c(c1-c1nc3ccccc3s1)CCNC2,16.6%
Cc1ccc(OCCn2c(CCNC(=O)/C=C/c3ccccc3Cl)nc3ccccc32)cc1,?
CCOc1ccc(CCNC(=O)c2cc3sccc3n2CCN(C)C)cc1OCC,-23.1%
CNc1oc(-c2cccc3ccccc23)nc1C(=O)Nc1cccc(C#N)c1,13.8%
CCOc1ccc(CCNC(=O)c2cccs2)cc1OCC,10.9%
COc1ccc([S+](=O)([O-])Nc2ccc(-c3nc4ccccc4[nH]3)cc2)cc1OC,15.9%
Cc1ccc(-c2ccc(CNc3nc(-c4ccccc4C(C)C)ncc3F)cc2)cn1,11.2%
Fc1cc(Nc2nc(-c3ccncc3)nc3ccccc23)ccc1OC(F)(F)F,-2.8%
Cc1nc(CN=C2NC3=C(C(=O)CCC3)C(c3[nH]ncc3Cl)N2)cs1 (configuration not stated),-3.3%[57.5 µM]
O=C(O)/C(S)=C/c1ccc(I)cc1,79.4µM*
O=C(NC(c1ccco1)c1cc(Cl)c2cccnc2c1O)c1ccccc1 (configuration not stated),18.9%
O=S(=O)(c1ccc2c(c1)OCCO2)N1CCN(S(=O)(=O)c2ccccc2F)CC1,9.0%
Cc1ccc(OCCn2c(CCNC(=O)c3ccccc3[N+](=O)[O-])nc3ccccc32)cc1,2.3%
FC(F)(F)c1ccccc1-c1nc(NCc2ccc(-c3ccccc3)cc2)c2ccccc2n1,11.4%
Cc1ccc(OCCn2c(CCNC(=O)c3ccco3)nc3ccccc32)cc1,1.5%

# New compounds follow:
SMILES,NTMT1 inh
N#Cc1nc(NC2CCCC2)c2ncn(-c3cc(F)cc(F)c3)c2n1,2.1%[57.5 µM]
O=C(NCCc1nc2ccccc2n1CCOc1ccc2cccnc2c1)C1CCCCC1,-2.3%
O=C(Nc1cccnc1)c1ccco1,2.4%
COc1ccc(CSc2nc3ncc(Br)cc3[nH]2)cc1F,7.5%[57.5 µM]
Cc1ccc(S(=O)(=O)Nc2ccc(C(=O)Nc3ncc(-c4ccccc4)s3)cc2)cc1,6.6%
COc1cc2c(NC3CCN(C)CC3)nc(N3CCCN(C)CC3)nc2cc1OCCCN(C)C,-18.1%
CC1=C(C(=O)NCc2ccccc2)C(c2ccccc2Br)N=C(Nc2nc3ccccc3o2)N1 (configuration not stated),-6.4%[57.5 µM]
CCN(CC)CCCn1c(-c2ccccc2)nc2c(NCCOC)nc(C)nc21,-2.5%
COc1cc(O)c(C(CC(=O)N2CCCC(C(=O)N3CCCCC3)C2)c2ccc3c(c2)OCO3)c(OC)c1 (configuration not stated),7.2%[228 µM]
Cc1cc(NS(=O)(=O)c2ccc3c(c2)CCC(=O)N3)ccc1F,?
O=C(Nc1ccc2ccccc2c1)Nc1nnc(-c2ccccn2)s1,5.1%
c1ccc(OCc2nnc3n2N=C(c2ccccc2)CS3)cc1,-7.0%
CCOc1ccccc1-c1nnc2n1N=C(c1c(OC)cccc1OC)CS2,7.5%
COc1ccc(C2Nc3ccccc3C(=O)N2Cc2ccc(C(F)(F)F)o2)cc1COc1c(C)cccc1C (configuration not stated),12.3%
Cc1ccc([C@@H]2O[C@H](CO)[C@@H](O)[C@H](O)[C@H]2O)cc1Cc1ccc(-c2ccc(F)cc2)s1,-7.7%
N#Cc1ccc(NS(=O)(=O)c2ccc(NC(=O)Cc3ccc(F)c(Cl)c3)cc2)cc1,9.1%
NC(=O)c1c(NC(=O)c2ccncn2)sc2c1CCCC2,-6.1%&-18.2%
COc1ccc(CC(=O)Nc2ccc(S(=O)(=O)Nc3cc(C)on3)cc2)cc1C,5.6%[57.5 µM]
Cc1cc(NS(=O)(=O)c2ccc(NC(=O)Cc3ccc(Cl)c(Cl)c3)cc2)on1,1.6%
CC(=O)Nc1sc2c(c1-c1ccc3[nH]ccc3c1)CCNC2,?
O=C(Nc1ccc2ccccc2c1)Nc1nnc(-c2ccncc2)s1,?
FC1(F)Oc2ccc(-c3ccc4ncnc(NCc5cccs5)c4c3)cc2O1,6.4%
Cc1nc(C)c(CN2CCN(C(c3ccc(F)cc3)c3ccc(F)cc3)CC2)nc1C,19.3%
O=C(Nc1nnc(-c2ccncc2)s1)Nc1ccc(Cl)cc1F,-2.7%
NC(=O)C1CCN(c2nc(-c3ccc(Cl)cc3)cs2)CC1,-1.6%[57.5 µM]
CC(=O)NC(c1cc(F)c2cccnc2c1O)C(C)C (configuration not stated),10.7%
COc1ccc(-c2nnc3n2N=C(c2cc(OC)ccc2OC)CS3)c(OC)c1,7.5%
O=C(NC1CCCc2c1cnn2-c1ccc(F)cc1F)c1ccncc1 (configuration not stated),7.0%
COc1cc(O)c(C(CC(=O)N2CCC(C)CC2)c2ccc(OC)c(OC)c2)c(OC)c1 (configuration not stated),6.7%[228 µM]
Cc1cnc(NC(=O)c2cc(Oc3cnc(C(=O)N(C)C)nc3)c3cc(C)oc3c2)cn1,7.5%
Cc1ccc(N2CCN(S(=O)(=O)c3ccc4c(c3)CC(=O)N4)CC2)cc1,-3.9%[228 µM]
COc1cccc(OC2=NS(=O)(=O)c3ccccc32)c1,-0.8%
COc1ccc(C2Nc3ccccc3C(=O)N2Cc2ccccc2)cc1COc1ccc(Cl)cc1 (configuration not stated),19.2%
CC(=O)NC(c1cc(Cl)c2cccnc2c1O)C1CC1 (configuration not stated),6.0%[57.5 µM]
[2H]C([2H])([2H])C(O)([C@@H](C)/C=C/[C@@H](C)[C@H]1CC[C@H]2/C(=C/C=C3C[C@@H](O)C[C@H](O)C3)CCC[C@]12C)C([2H])([2H])[2H],6.8%
CCN1CCCC1Cn1c(-c2ccccc2)nc2c(N(CCOC)CCOC)nc(C)nc21 (configuration not stated),0.9%
COC(=O)c1ccc(O)c2ncc(N(C)C)cc12,7.5%
COc1ccc(-c2nc3ccccc3c(=O)n2Cc2ccccc2)cc1COc1ccc(NC(C)=O)cc1,8.5%
O=C(/C=C/N1C[C@H]2C[C@@H]1CN2c1ccccn1)c1ccccc1O,9.9%[4.22 µM]
CCCCN(C)C(=O)Cn1nc(-c2ccc(C(F)(F)F)cc2)ccc1=O,-4.0%
N#Cc1c(-c2ccccc2)no[n+]1[O-],-4.7%
CC(C)c1ccccc1-c1ncc(F)c(NC2(c3ccc(-c4cccnc4)cc3)CC2)n1,13.3%&11.1%
Cc1ccc(-c2ccc(=O)n(CC(=O)NCCCc3ccccn3)n2)cc1,7.6%
O=C(OCC#CCSc1nnc(-c2cccc3ccccc23)o1)C1CCC1,13.0%
O=C(Cc1nnc(-c2cc3ccccc3[nH]2)o1)Nc1cc(C(F)(F)F)ccc1Cl,11.2%
Cc1cc2c(s1)c1cnn(Cc3c(F)ccc(Cl)c3F)c(=O)c1n2C,-0.2%[57.5 µM]
O=C(Nc1ccc(-n2ccnc2)c(F)c1)Nc1nnc(-c2ccncc2)s1,-7.8%
COc1cc(O)c(C(CC(=O)N2CCOCC2)c2ccc(OC)c(OC)c2)c(OC)c1 (configuration not stated),11.8%
Fc1cc(Nc2nc(-c3ccncc3)nc3ccccc23)ccc1-c1cncnc1,-10.0%
COc1ccc(C2=Nn3c(nnc3-c3ccccc3C(F)(F)F)SC2)cc1OCC1CC1,12.8%
CC(=O)c1cccc(NC(=O)Nc2nnc(-c3ccncc3)s2)c1,0.6%
O=C(Nc1ccc(F)c(C(F)(F)F)c1)Nc1ccc(-c2ccncc2)s1,0.2%[57.5 µM]
COc1ccc(NC(=O)c2cnn3c(C)cc(C)nc23)cc1Cl,2.5%[57.5 µM]
COc1nc(N)nc2c1ncn2C1OC(CO)C(O)C1O (configuration not stated),23.8%
CNS(=O)(=O)c1ccc(Cc2c(-c3cccc(-c4ccccc4)c3)[nH]n(-c3nc(C(=O)O)cs3)c2=O)cc1,?
Oc1ccc(CNc2cccnc2)c2cccnc12,4.9%
Cc1[nH]cnc1C[C@H]1CCc2c(C)c3ccccc3n2C1=O,-0.7%

# The list is partial, so the mix of outcomes need not match the whole.
